Compound activity (PubChem BioAssay)
Mdm2-MdmX inh: inhibitors of human Mdm2-MdmX association, primary screen, cell-based, luminescence, split luciferase, SaOS-2, uHTS | SaOS-2 split-luciferase Mdm2/MdmX complementation | inhibition, % at 8 µM | 3% of 330,000 active;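 active means inhibition of at least 50% at 8 µM in the primary screen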
EBI2 block: EBI2 receptor antagonists, beta-arrestin recruitment, primary screen, cell-based, luminescence, 7a,25-OHC stimulation, uHTS; G-protein coupled receptor 183 (Homo sapiens), P32249; 7a,25-OHC stimulated; inhibition, % at 5 µM; 0.81% of 360,000 active; AID 651636, 2012; in the data active means inhibition above about 38%;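 further: enzyme fragment complementation signal reports receptor beta-arrestin coupling in cells; 0% = agonist plus DMSO wells and 100% = wells without agonist; some results beyond the cut were filed as inactive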
UPR XBP1 act: activators of adaptive XBP1 UPR arm, primary screen, cell-based, CHO-XBP1 luciferase reporter, luminescence, uHTS; IRE1-XBP1 UPR activation; percent of tunicamycin response, DMSO as zero; activation, % at 20 µM; 0.33% of 330,000 active;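 active means versus positive control, 20 µM dose yields 30% or more activation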;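 further: 100% = tunicamycin at 10 µg/mL and 0% = DMSO only wells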
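Material – CHO cell line with stable XBP1 luciferase reporter · Buffer or medium – F12 plus 10% FBS · Compound – single point, 20 µM final compound, 1% DMSO · Schedule – 16-18 h cell attachment at 37 °C, then 6 h compound exposure · Signal – Steady-Glo luminescence read · Benchmarks – high control tunicamycin 10 µg/mL final, low control DMSO vehicle only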
Jurkat NFkB inh: inhibitors of induced NF-kB luciferase reporter, primary screen, TCR NF-kB activation inhibitor project, cell-based, luminescence, uHTS. AID 435003, 2010. inhibition, % at 4 µM. Jurkat, PMA/ionomycin-induced NF-kB luciferase reporter. 0.53% of 330,000 active; in the data active means inhibition above about 50%
CCR6 antagonist: CCR6 receptor antagonists, primary screen, cell-based, CHO-K1, luminescence, beta-arrestin, uHTS. C-C chemokine receptor type 6 (Homo sapiens), P51684. CHO-K1 CCR6 PathHunter beta-arrestin, CCL20-stimulated. inhibition, % at 20 µM. 0.49% of 340,000 active. AID 493098, 2011;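 active means compounds whose inhibition of the agonist-driven luminescence signal at 20 µM reaches about 50%, limit read from the data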;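 further: cells stimulated with CCL20 at 14 nM final; plate controls were DMSO with CCL20 for no effect and DMSO without agonist for full effect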
Target sequence (P51684 whole entry, looked up): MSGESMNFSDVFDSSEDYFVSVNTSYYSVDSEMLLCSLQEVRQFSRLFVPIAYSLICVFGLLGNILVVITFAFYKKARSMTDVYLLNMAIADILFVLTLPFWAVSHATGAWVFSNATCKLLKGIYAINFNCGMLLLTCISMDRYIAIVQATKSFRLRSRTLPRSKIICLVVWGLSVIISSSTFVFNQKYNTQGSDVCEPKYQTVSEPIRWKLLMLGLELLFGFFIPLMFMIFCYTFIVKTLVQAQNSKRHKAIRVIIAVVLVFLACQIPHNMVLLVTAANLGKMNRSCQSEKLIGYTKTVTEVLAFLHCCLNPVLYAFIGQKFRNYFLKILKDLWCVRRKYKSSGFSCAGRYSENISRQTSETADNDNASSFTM
Gli-Sufu antag: Gli-Sufu pathway antagonists, primary screen, luciferase luminescence, Sufu-KO-LIGHT cells, uHTS | AID 588413, 2011 | 0.74% of 340,000 active | Sufu-KO-LIGHT fibroblasts, Gli luciferase reporter luminescence | inhibition, % at 5 µM;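 active means inhibition above about 55%, limit read from the data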;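 further: 0% = DMSO-treated cells and 100% = wells with medium but no cells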
CXCR6 inh: CXCR6 receptor inhibitors, primary screen, cell-based, beta-arrestin, luminescence, CHO-K1 PathHunter, 1536-well | inhibition, % at 20 µM | 0.36% of 360,000 active; in the data active means inhibition above about 34%, passing the limit was not always enough;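 further: antagonist mode with CXCL16 agonist at 10 nM final; 0% = 10 nM CXCL16 with DMSO and 100% = unstimulated wells without agonist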
Target sequence (O00574 whole entry, looked up): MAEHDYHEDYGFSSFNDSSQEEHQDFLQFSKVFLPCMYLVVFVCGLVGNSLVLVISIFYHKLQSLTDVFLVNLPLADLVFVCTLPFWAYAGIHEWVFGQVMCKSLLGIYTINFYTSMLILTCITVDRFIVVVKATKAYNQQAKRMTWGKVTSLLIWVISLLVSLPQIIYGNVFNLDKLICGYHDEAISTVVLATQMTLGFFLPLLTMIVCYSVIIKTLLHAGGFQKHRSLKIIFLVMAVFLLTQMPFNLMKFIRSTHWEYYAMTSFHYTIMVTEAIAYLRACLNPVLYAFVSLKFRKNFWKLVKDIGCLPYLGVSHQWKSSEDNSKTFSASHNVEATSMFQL
697 NFkB inh: inhibitors of PMA/ionomycin-induced NF-kB reporter, 697 cells, primary screen, B-cell NF-kB inhibitor project, cell-based, luminescence, uHTS; inhibition, % at 4 µM; AID 435022, 2010; 697 B-cell NF-kB luciferase reporter, 16 h; 0.33% of 330,000 active; in the data active means inhibition above about 35%
UPR CHOP act: activators of apoptotic CHOP UPR arm, primary screen, cell-based, CHO-CHOP luciferase reporter, luminescence, uHTS; UPR activation; percent of tunicamycin response over DMSO baseline; activation, % at 10 µM; 0.34% of 330,000 active; AID 449763, 2010;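 active means at 10 µM dose, activation of 40% or more, normalized to positive control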;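 further: 100% = tunicamycin at 10 µg/mL and 0% = DMSO alone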
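Assay system: CHO cells with stable CHOP pathway luciferase reporter; Buffer or medium: F12 plus 10% serum; Times: 16-18 h cell attachment, then 6 h compound exposure, 37 °C; Signal: luciferase luminescence; Read-out basis: percent activation relative to tunicamycin control; Control set: tunicamycin high control, DMSO low control.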
* hit, by the source's call; / = not tested or not shown.

Structure	Mdm2-MdmX inh	EBI2 block	UPR XBP1 act	Jurkat NFkB inh	CCR6 antagonist	Gli-Sufu antag	CXCR6 inh	697 NFkB inh	UPR CHOP act
COCc1cc(C)[nH]c(=O)c1C(=O)NC12CC3CC(CC(C3)C1)C2	-1.8	-4.9	0.5	-24.8	-1.4	-15.3	1.0	-4.6	-0.2
C[n+]1ccccc1COc1ccc(C(C)(C)C)cc1	9.9	-18.3	-0.6	-2.5	-3.9	7.4	-7.5	-48.2	1.9
COc1ccc(Cl)cc1C(=O)NNC(=S)NC(=O)c1ccc(F)c(F)c1	27.6	4.8	20.2	-19.7	46.9	-2.5	27.8	-15.2	0.2
COc1cc(-c2cc(C(=O)Nc3ccc(N4CCOCC4)cc3)c3ccccc3n2)cc(OC)c1OC	31.6	4.8	-0.7	-0.1	8.5	-6.2	2.7	-22.9	-0.6
CCOCCn1c(N2CCN(c3ccc(OC)cc3)CC2)nc2c1c(=O)n(C)c(=O)n2C	16.0	-4.0	4.1	5.8	-20.4	-6.7	6.0	0.1	-1.5
O=C1c2ccccc2C(=O)c2c(/C=C/N3CCCCC3)ccnc21	/	-23.6	/	/	16.4	9.2	3.9	/	/
COC(=O)N/N=C/c1ccc(-c2ccc(C)c(Cl)c2)o1	-21.1	-3.8	1.6	-24.6	2.6	-7.4	1.5	-18.1	4.4
C=CCNC(=O)/C(=C\c1ccc(Br)cc1)NC(=O)c1ccccc1OC	21.5	-3.2	-1.4	-8.4	14.1	-3.5	-0.2	0.8	1.8
COc1ccc(C(=O)C(C)[n+]2ccc(-c3nnc4n3CCCCC4)cc2)cc1 (stereo not drawn)	18.3	-6.8	-2.5	6.6	0.3	-0.6	-3.4	6.8	-0.7
COc1ccc(-c2nnc3cccc(Cl)n23)c(OC)c1	9.0	-3.3	-0.2	-12.5	5.2	8.4	4.1	-4.6	1.4
COc1ccc(CCN(C)C(=O)c2ccc(S(=O)(=O)NCc3ccco3)cc2)cc1OC	-3.2	-14.0	-0.8	4.0	-3.9	3.7	-1.8	-11.9	-0.4
COC(=O)C(Cc1ccc(O)cc1)NC(=O)c1ccccc1OC (stereo not drawn)	-1.8	1.3	2.6	-8.1	19.0	-1.2	4.0	-3.8	0.4
CC(C)(C)C(=O)Nc1ccc(C(=O)N/N=C/c2ccccc2OC(=O)c2ccc(Cl)cc2)cc1	46.8	-1.8	0.1	17.7	9.7	14.2	0.3	-2.1	1.3
O=C(c1ccccc1NS(=O)(=O)c1ccc(F)cc1)N1CCCC1	5.0	1.7	0.4	5.2	-9.7	-4.4	-8.0	15.6	0.5
CCOC(=O)C(=CNc1cccc(C)n1)C(=O)OCC	9.4	5.3	-0.8	0.8	11.1	-19.6	6.2	30.9	2.7
COc1ccc(Cc2nnc(NC(=O)c3cccs3)s2)cc1	-5.1	0.2	0.4	-7.2	-9.0	-10.6	-5.4	-12.9	2.6
COc1c(/C=N/NS(=O)(=O)c2ccc(C)cc2)c(CCN(C)C(C)=O)cc2c1OCO2	16.5	6.0	-3.2	-2.5	4.1	1.0	-1.6	23.9	-0.6
O=C1c2cccc3cccc(c23)C(=O)N1c1ccccc1Cl	6.6	-17.6	1.0	20.0	4.7	3.3	6.1	5.5	0.9
O=C(c1ccccc1)N1CCN(S(=O)(=O)c2ccccc2)CC1	-3.3	5.1	-1.4	2.0	-1.4	1.8	10.6	3.1	-0.7
Cc1ccc(C(=O)Nc2cccc(C(=O)NC3CCCCC3)c2)cc1	17.2	15.8	-0.3	-13.7	-3.7	-5.0	-0.9	-42.4	0.5
CCOc1ccc(C(O)c2nccn2Cc2ccccc2)cc1 (stereo not drawn)	5.4	-10.3	-3.7	-6.5	-3.4	-8.4	-2.7	-9.2	-2.1
Cc1cccc(NC(=O)Cn2nc(C(F)(F)F)cc2C2CC2)c1	1.1	-8.2	-3.2	-8.0	0.3	-13.5	3.4	-0.8	-1.2
O=C(O)c1cc(S(=O)(=O)N2CCCCC2)ccc1Cl	-7.1	5.3	-3.0	-20.5	14.6	-14.6	-14.1	-14.4	2.0
COc1ccc(NC(=O)CN(C)S(=O)(=O)c2cnc[nH]2)cc1	12.1	-4.8	-3.1	11.0	-6.5	-17.3	6.2	-21.8	1.2
COc1cccc(OCC(O)CN2CCN(C)CC2)c1 (stereo not drawn)	9.7	-9.4	-1.2	-1.9	-8.8	4.6	-23.0	-2.4	2.0
CC(=O)c1ccc(N2CCN(C(=O)C3CCCN3S(=O)(=O)c3cccc4nsnc34)CC2)cc1 (stereo not drawn)	-22.2	3.7	-2.6	4.8	1.4	4.8	4.0	4.2	2.2
O=c1ccccn1CCOc1ccccc1Cl	-7.1	-9.0	0.4	-10.6	-1.6	-8.5	-8.1	-13.9	2.6
S=c1[nH]nc(-c2ccccn2)n1/N=C/c1ccc(-c2ccccc2Cl)o1	23.1	2.3	-1.6	-7.4	14.5	-0.1	1.6	-2.9	-1.7
O=[N+]([O-])c1cccc(/C=N/n2cnnc2)c1O	0.2	-7.7	1.4	22.7	17.1	4.8	2.2	-50.1	4.5
CCN(CCCNC(=O)CSc1cc(=O)n(C)c2cc(Cl)ccc12)Cc1ccccc1	54.7*	8.1	-0.1	-11.1	2.9	5.3	-19.0	3.0	-1.0
COc1nc(-c2ccccc2)ncc1S(=O)(=O)c1ccccc1	17.5	1.9	3.5	-10.9	9.9	1.9	16.5	-13.4	-1.6
ClCC(CNCc1ccccc1)c1ccccc1 (stereo not drawn)	/	-4.4	/	/	29.4	3.4	4.4	/	/
Cc1ccc(CC(=O)Nc2nncs2)cc1	19.4	0.0	0.2	12.6	-9.6	-12.7	9.0	-3.0	-1.3
CC1CSc2nc3sc4c(c3c(=O)n21)CCCC4 (stereo not drawn)	3.0	10.2	3.2	-20.7	-3.7	-9.8	3.0	-18.7	-0.2
CC(C)=CCN1CCN(CCCn2cccn2)CC1CCO (stereo not drawn)	-2.9	-7.5	1.9	0.0	4.0	0.0	-0.2	1.5	0.0
CCOC(=O)c1cc(C#N)c(NCc2ccccc2)nc1C	20.4	25.3	-1.7	-15.2	-3.5	3.3	-1.8	-19.1	3.1
CCc1ccc(OCC(=O)O/N=C(\N)c2cccnc2)cc1	-20.7	1.5	1.5	-16.0	-7.1	-15.6	-1.3	-8.4	0.6
COc1ccc(/C(C)=N/NC(=O)c2nc(C)cc(C)n2)cc1	-21.6	0.8	0.1	-41.8	4.1	-52.2	3.1	-32.1	3.9
CC(C)(C)Cc1nnc(NC(=O)c2cc(-c3ccccc3)nc3ccccc23)s1	-22.0	-18.6	-2.5	-16.9	1.5	26.1	-6.9	-4.8	1.4
Cc1ccc(C(=O)N2CCN(CCNC(=O)C(=O)Nc3ccc(Cl)cc3)CC2)cc1	31.0	11.2	-7.7	3.8	-5.2	17.3	-2.3	-3.1	2.8
CCCCOc1ccc(C(=O)NCC(=O)NNC(=O)c2ccco2)cc1	-4.0	-0.6	-0.5	4.2	2.3	-4.5	-0.7	18.6	-1.8
COc1cccc(N/C(SCc2cccc([N+](=O)[O-])c2)=C(/C#N)C(N)=O)c1	-11.8	11.5	-1.9	-12.5	18.3	-19.7	5.9	16.9	-0.2
Cc1ccccc1NC(=O)Cc1nc(-c2c[nH]c(C(=O)N3CCCC3)c2)cs1	15.4	1.0	-2.8	16.0	-6.9	-5.6	-0.6	6.2	2.1
c1ccc(C(c2ccccc2)c2ccn[nH]2)cc1	-41.1	-0.3	1.5	-36.1	-4.2	-5.2	-1.2	-8.7	1.7
O=C(O)CCC(NC(=O)OCc1ccccc1)C(=O)O (stereo not drawn)	22.1	3.7	-7.1	10.1	1.9	7.5	2.4	5.1	-2.8
c1cn(CCCNC2CCCCCCC2)cn1	15.3	-3.0	3.5	-13.5	6.2	-0.3	-6.6	-8.9	-0.6
O=C(Nc1ccccc1)c1ccc(NCc2ccco2)c(S(=O)(=O)N2CCOCC2)c1	21.7	7.6	1.1	2.3	18.1	-11.7	9.6	16.0	-0.1
CN1CCN(NS(=O)(=O)c2ccc(Cl)s2)CC1	-0.3	-1.8	0.7	4.4	-20.1	-19.5	6.2	15.2	0.8
Cc1ccc(C)c(NC(=S)NCCN2CCOCC2)c1	2.9	-15.5	0.6	-2.6	-13.4	-6.3	-0.1	-15.9	-0.3
CN1CC2(Cc3c1ccc1ccccc31)C(=O)OC(C)(C)OC2=O	3.1	1.6	4.1	4.0	-12.5	-6.4	-4.2	-12.1	0.4
Cc1nc2scc(C)n2c(=O)c1S(=O)(=O)NCc1ccccc1	1.4	1.4	-6.8	18.5	-6.9	-8.3	-5.0	-16.1	-1.2
COc1ccc([N+](=O)[O-])cc1NC(C)C	2.2	-9.0	1.2	-4.4	10.1	-3.2	-1.9	-19.5	-1.3
COCCN1C(=O)c2ccccc2C(C(=O)Nc2ccc3c(c2)OCCO3)C1c1ccc(F)cc1 (stereo not drawn)	-19.2	-0.1	-0.5	5.2	5.0	-0.6	3.9	-20.6	3.3
CCN1CCN(/C=N/c2nc(C)cs2)CC1	2.3	0.9	1.9	-37.9	-9.8	-39.4	0.9	-2.2	3.0
CCc1ccccc1Nc1nc(N)nc(COC(=O)c2cccn2C)n1	54.1*	-6.6	1.1	-92.5	-8.2	-22.4	-6.0	-324.0	2.8
O=C(NCc1ccc2c(c1)OCO2)C(=O)NCC1OCCCN1S(=O)(=O)c1cc(F)ccc1F (stereo not drawn)	26.2	-10.7	1.8	17.5	15.6	-2.5	4.6	2.0	2.0
O=C(CSc1ccc2ccccc2c1)NCCc1ccc(O)c(O)c1	8.6	11.4	10.8	11.6	2.5	31.3	-1.6	-8.8	55.0*

Two entries from above, as labelled records:
O=C(O)CCC(NC(=O)OCc1ccccc1)C(=O)O (stereo not drawn)
  Mdm2-MdmX inh: 22.1
  EBI2 block: 3.7
  UPR XBP1 act: -7.1
  Jurkat NFkB inh: 10.1
  CCR6 antagonist: 1.9
  Gli-Sufu antag: 7.5
  CXCR6 inh: 2.4
  697 NFkB inh: 5.1
  UPR CHOP act: -2.8

c1cn(CCCNC2CCCCCCC2)cn1
  Mdm2-MdmX inh: 15.3
  EBI2 block: -3.0
  UPR XBP1 act: 3.5
  Jurkat NFkB inh: -13.5
  CCR6 antagonist: 6.2
  Gli-Sufu antag: -0.3
  CXCR6 inh: -6.6
  697 NFkB inh: -8.9
  UPR CHOP act: -0.6

This is a random part of the collection. About 5% of those tested had a hit in this group.
